GALK inh: galactokinase (human) inhibition | P51570 | Purified GALK, Kinase-Glo residual ATP luminescence | Potency, µM (titrated, usually from 57.5 µM), inactives show at the highest dose activity change, negative = inhibition, actives largely listed as inhibitors | 270,000 compounds, 0.007% hits | AID 1868; further: potency means the concentration at half of the fitted maximal effect; on the % scale 0 is the no-effect control and ±100 the full control effect
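Human GALK (5 nM) with 35 uM ATP and 100 uM galactose in 20 mM HEPES pH 8.0, 5 mM MgCl2, 60 mM NaCl, 1 mM DTT, 0.01% BSA. After 1 h at room temperature, leftover ATP was read by Kinase-Glo Plus luminescence.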
PKM2 activator: PKM2 (human) enzyme activation. P14618. purified PKM2, Kinase-Glo ATP luminescence, activation; response scale: 0% is enzyme alone, no compound. Potency, µM (titrated, usually from 57.5 µM), inactives show at the top dose activation, actives largely listed as activators. 260,000 compounds, 0.34% hits; further: potency means the concentration at half of the fitted maximal effect; on the % scale 0 is the no-effect control and ±100 the full control effect; nearly all actives have a fitted effect of over 55% in size
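Purified hPK-M2 (>95% pure) converted ADP (0.1 mM final) to ATP with 0.5 mM PEP in 50 mM imidazole pH7.2, KCl, MgCl2, Tween 20, BSA; 1 h at room temperature. ATP detected by Kinase-Glo luminescence.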
KCNH2 WT inh: inhibitors of human wildtype KCNH2 potassium channel; Q12809; U2OS, BacMam KCNH2, thallium flux FluxOr; stronger effect = lower value; activity change, % at 1.84 µM; 340,000 compounds, 0.37% hits;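 active means maximum activity change below -70%; inconclusive means maximum activity change between -70% and -50%; inactive means maximum activity change above -50%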; further: on the % scale 0 is the no-effect control and ±100 the full control effect
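U2OS cells were transduced with wild-type KCNH2 virus (2.03 x 10^8 / mL) for 4 h at room temperature, then cultured overnight at 37 C. Thallium flux was read with FluxOr dye. Rate constants were normalized to DMSO controls.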
Chronic BCR inh: chronic active BCR signaling inhibition; 340,000 compounds, 0.05% hits; ABC-DLBCL IkBa-CBG/CBR reporter, luminescence ratio, 4 h; AID 493014; Potency, µM (series often up to 46.1 µM), for inactives: at the top dose ratio change, negative = lower green/red ratio, most hits filed as inhibitors; active means well fitted inhibition curve with a large enough effect in the signal ratio, with a control signal flat, not every such curve was filed as active; inconclusive means small, poorly fitted or top-dose-only effect, or effect the other way, or a change in a side signal; the % refers to the signal ratio;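 further: potency means the concentration at half of the fitted maximal effect; plate controls were basal doxycycline-induced cells for no effect and cells given 10 µM MG132 for full effect; MG132 reads +100%, hits lower the ratio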
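TMD8 human ABC-DLBCL cells with doxycycline-inducible IκBα–green luciferase fusion and unfused red luciferase, in 0.5% FBS medium; compounds up to 46 uM, 4 h at 37C. Green/red luminescence ratio, filter-overlap corrected, fitted to concentration-response curves.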
Eya2 phos inh: inhibitors of human Eya2 phosphatase activity; 330,000 compounds, 0.006% hits; recombinant Eya2, OMFP fluorescence dephosphorylation (OMFP is methylfluorescein phosphate); AID 488837; O00167; Potency, µM (highest dose often 76.9 µM), without a hit: at the top dose activity, negative = inhibition, usual class: inhibitors; further: potency means the concentration at half of the fitted maximal effect; on the % scale 0 is the no-effect control and ±100 the full control effect
Target sequence (O00167 whole entry, looked up): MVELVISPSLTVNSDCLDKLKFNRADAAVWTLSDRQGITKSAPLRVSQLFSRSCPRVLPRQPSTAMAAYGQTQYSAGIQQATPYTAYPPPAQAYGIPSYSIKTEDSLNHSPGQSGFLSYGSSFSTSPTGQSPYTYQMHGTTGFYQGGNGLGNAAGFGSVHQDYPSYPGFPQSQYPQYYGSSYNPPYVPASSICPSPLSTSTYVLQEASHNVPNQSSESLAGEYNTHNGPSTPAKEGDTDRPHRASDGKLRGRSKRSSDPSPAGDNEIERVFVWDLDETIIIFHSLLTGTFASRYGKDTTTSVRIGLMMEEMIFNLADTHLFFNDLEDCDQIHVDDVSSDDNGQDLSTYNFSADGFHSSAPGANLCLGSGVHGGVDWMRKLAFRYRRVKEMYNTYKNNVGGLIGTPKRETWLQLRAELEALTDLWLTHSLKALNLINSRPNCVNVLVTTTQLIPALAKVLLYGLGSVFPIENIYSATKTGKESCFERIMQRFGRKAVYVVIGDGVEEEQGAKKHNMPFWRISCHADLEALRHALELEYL
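Eya2 (0.2 uM) preincubated 10 min at ambient with compound, then OMFP substrate added at 50 uM; 10 min reaction in 50 mM HEPES pH 7.5, 50 mM NaCl, 5 uM MgCl2, 0.05% BSA, 1 mM DTT. Fluorescence read at Ex 485/Em 525 nm.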
MBNL1-CUG inh: inhibitors of human MBNL1 binding to CUG repeat RNA. Q9NR56. TR-FRET MBNL1-His/biotin-(CUG)12 binding, 665/545 ratio. Potency, µM (top dose mostly 57.5 µM), without a hit: top-dose activity change, negative = inhibition, usual class: inhibitors. 280,000 compounds, 0.036% hits. AID 2675; active means well fitted inhibition curve with a large enough effect in the signal ratio, with a control signal flat, not every such curve was filed as active; inconclusive means small, poorly fitted or top-dose-only effect, or effect the other way, or a change in a side signal; inactive means no such curve, though single readings can be large or run the other way; the % refers to the signal ratio; further: potency means the concentration at half of the fitted maximal effect; on the % scale 0 is the no-effect control and ±100 the full control effect
Target sequence (Q9NR56 whole entry, looked up): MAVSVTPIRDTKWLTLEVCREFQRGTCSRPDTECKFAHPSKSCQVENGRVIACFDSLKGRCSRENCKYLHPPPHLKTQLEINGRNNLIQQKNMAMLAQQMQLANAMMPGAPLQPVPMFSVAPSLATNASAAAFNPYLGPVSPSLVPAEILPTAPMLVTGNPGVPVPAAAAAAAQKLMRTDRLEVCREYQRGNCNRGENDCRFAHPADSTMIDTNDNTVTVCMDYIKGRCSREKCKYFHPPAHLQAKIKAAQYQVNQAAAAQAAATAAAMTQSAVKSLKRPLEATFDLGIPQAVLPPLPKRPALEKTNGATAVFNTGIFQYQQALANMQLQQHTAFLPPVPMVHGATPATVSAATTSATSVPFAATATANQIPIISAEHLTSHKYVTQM
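His-tagged MBNL1 binding to biotinylated (CUG)12 RNA was measured by TR-FRET using terbium anti-His antibody (0.055 ng/ul final) and streptavidin-XL665 (5 nM final). Compounds were titrated 92 nM to 58 uM; 60 min at room temperature.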
ASM inhibitor: human S-ASM enzyme inhibition. P17405. placental ASM, HMU-PC fluorogenic substrate, 60 min. Potency, µM (titrated, usually from 57.5 µM), for the others: at the top dose activity change, negative = inhibition, most hits filed as inhibitors. 340,000 compounds, 0.006% hits. AID 504937; further: potency means the concentration at half of the fitted maximal effect
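HMU-PC0 cleavage (9 uM final) by human placental ASM, 60 min at 37 °C following 10 min compound exposure at RT; stopped at pH 10, fluorescence Ex 386/Em 447 nm.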
Menin-MLL TR inh: displaces Texas Red mutant MLL peptide from human menin | Menin + Texas Red MLL mutant peptide, fluorescence polarization | O00255 | 270,000 compounds, 0.23% hits | Potency, µM (top dose mostly 61.6 µM), for inactives: at the top dose FP activity change, negative = inhibition, actives largely listed as inhibitors | AID 1768; active means well fitted inhibition curve with a large enough effect in the polarisation, with a control signal flat, not every such curve was filed as active; inconclusive means small, poorly fitted or top-dose-only effect, or effect the other way, or a change in a side signal; inactive means no such curve, though single readings can be large or run the other way; the % refers to the polarisation; further: potency means the concentration at half of the fitted maximal effect; % of control where 0% means no effect; many of its hits are not listed in these tables
Mito fusion yeast: blocks mitochondrial division or promotes mitochondrial fusion; S. cerevisiae fusion-defective mutant growth rescue, CellTiterGlo 48 h; Potency, µM (top dose mostly 46.1 µM), inactives show at the highest dose growth rescue (activation), most hits filed as activators; 320,000 compounds, 0.23% hits;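 further: potency means the concentration at half of the fitted maximal effect; % of control where 0% means no effect; nearly all actives have a fitted effect of over 45% in size; temperature-sensitive fusion mutants such as fzo1-1 at 37 °C on non-fermentable ethanol glycerol medium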
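Temperature-sensitive fusion-defective S. cerevisiae (e.g. fzo1-1, mgm1-5) were grown with compound in YPEG medium (3% ethanol, 3% glycerol) for 48 hours at 37C. Growth rescue was measured as viability by CellTiterGlo luminescence after 10 minutes at ambient.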
USP2a block: blocks human ubiquitin-specific protease USP2a. Potency, µM (highest dose often 38.3 µM), for inactives: at the top dose activity change, negative = inhibition, most hits filed as inhibitors. O75604. 330,000 compounds, 0.01% hits. USP2 core, Ub-CHOP2 coupled fluorogenic reporter, 485/531;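 further: potency means the concentration at half of the fitted maximal effect; plate controls were DMSO wells for no effect and full inhibition by NEM control for full effect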
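Deubiquitinase activity read as fluorescence (485/531 nm) after Ub-CHOP2 cleavage activates the enterokinase reporter on its substrate; USP2 core 10nM, Ub-CHOP2 and substrate 25nM each, 30min compound preincubation then 60min RT; data normalized to NEM, curves fitted.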
TSHR antagonist: blocks TSH signaling through the human TSH receptor; TSHR-expressing cells, TSH-stimulated cAMP HTRF, 2 h; stronger effect = lower value; 330,000 compounds, 0.2% hits; activity change, negative = inhibition, % at 11.5 µM;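 active means activity change below a set negative limit, meaning inhibition stronger than a set level, cut at about -70% in these data; inconclusive means activity change between two set negative limits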; further: on the % scale 0 is the no-effect control and ±100 the full control effect
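Cell-based HTRF cAMP assay; TSHR cells + compound, TSH EC80 (4nM final), 2 h, 37 deg C. Lysis with anti-cAMP cryptate and cAMP-d2, 30 min RT, read 665/620 nm.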
* hit, by the source's call; [ ] = dose if it differs, or a comment. Unless noted, the call rests on the fitted dose curve; in most records, active means well fitted curve in the direction sought with a large enough effect; inconclusive means small, poorly fitted or top-dose-only effect, or another doubt; inactive means no such curve, though single readings can be large; an effect the other way counts as inactive or inconclusive. A portion of the library; rates above refer to the full screens.

What do the screens show for `COCCNC(=O)/C(C#N)=C/c1c(N2CCN(c3ccccc3)CC2)nc2ccccn2c1=O`?
GALK inh: 3%; KCNH2 WT inh: -4; Chronic BCR inh: 3%; Eya2 phos inh: -1%; MBNL1-CUG inh: inconclusive; ASM inhibitor: 196%[activator]; Menin-MLL TR inh: -27%; Mito fusion yeast: -4%; USP2a block: 3%; TSHR antagonist: -2

Results for CCn1c(CNc2cccc(Cl)c2)nnc1SCc1ccccc1 ?
GALK inh: 0%; PKM2 activator: -2%; KCNH2 WT inh: -3; Chronic BCR inh: inconclusive; Eya2 phos inh: -10%; MBNL1-CUG inh: 2%; ASM inhibitor: -5%; Menin-MLL TR inh: 0%; Mito fusion yeast: 2%; USP2a block: -1%; TSHR antagonist: -13

Results for COc1ccc(CNC(=O)N2CCN(S(=O)(=O)c3ccccc3F)CC2)cc1 ?
GALK inh: 0%; KCNH2 WT inh: 31; Chronic BCR inh: 4%; Eya2 phos inh: 4%; MBNL1-CUG inh: -4%; ASM inhibitor: 0%; Menin-MLL TR inh: 1%; Mito fusion yeast: -2%; USP2a block: 0%; TSHR antagonist: -7

Results for CCN(C(=O)COC(=O)c1ccco1)c1c(N)n(Cc2ccccc2)c(=O)[nH]c1=O ?
KCNH2 WT inh: -15; Chronic BCR inh: 0%; Eya2 phos inh: 11%; ASM inhibitor: 11%; Mito fusion yeast: 5%; USP2a block: 3%; TSHR antagonist: -2

What do the screens show for `CC1(C)Cc2c(sc(NC(=O)c3ccc(C(=O)c4ccccc4)cc3)c2C(N)=O)C(C)(C)N1`?
GALK inh: 4%; PKM2 activator: 8%; KCNH2 WT inh: 18; Chronic BCR inh: inconclusive; Eya2 phos inh: -10%; MBNL1-CUG inh: inconclusive; ASM inhibitor: inconclusive; Mito fusion yeast: -8%; USP2a block: -1%; TSHR antagonist: 14

Results for COc1cc(CC(=O)NC(c2ccccc2)c2ccccc2)cc(OC)c1OC ?
GALK inh: -2%; PKM2 activator: 0%; KCNH2 WT inh: -8; Chronic BCR inh: 3%; Eya2 phos inh: 4%; MBNL1-CUG inh: -2%; ASM inhibitor: 0%; Menin-MLL TR inh: 12%; Mito fusion yeast: 0%; USP2a block: 2%; TSHR antagonist: -24

Results for Cc1ccc(SCCC(=O)Nc2nccs2)cc1 ?
GALK inh: 1%; PKM2 activator: -4%; KCNH2 WT inh: -2; Chronic BCR inh: inconclusive; Eya2 phos inh: 10%; MBNL1-CUG inh: -10%; ASM inhibitor: -1%; Menin-MLL TR inh: 0%; Mito fusion yeast: -6%; USP2a block: 2%; TSHR antagonist: -2

How did NC(=O)CN1C(=O)C(=O)N(Cc2ccc(F)cc2)C1=O do in these assays?
GALK inh: -1%; KCNH2 WT inh: -12; Chronic BCR inh: 4%; Eya2 phos inh: -5%; MBNL1-CUG inh: -4%; ASM inhibitor: 2%; Menin-MLL TR inh: -1%; Mito fusion yeast: 1%; USP2a block: 2%; TSHR antagonist: 10

What do the screens show for `c1ccc(Oc2nc(-c3ccccn3)nc3ccccc23)cc1`?
GALK inh: 0%; PKM2 activator: -6%; KCNH2 WT inh: -2; Chronic BCR inh: inconclusive; Eya2 phos inh: inconclusive; ASM inhibitor: 0%; Mito fusion yeast: -10%; USP2a block: -2%; TSHR antagonist: 0

How did C=CCOc1ccc(Br)cc1CNC(C)(C)C do in these assays?
GALK inh: -1%; PKM2 activator: -3%; KCNH2 WT inh: -6; Chronic BCR inh: 0%; Eya2 phos inh: 0%; MBNL1-CUG inh: -7%; ASM inhibitor: 0%; Menin-MLL TR inh: inconclusive; Mito fusion yeast: -8%; USP2a block: 3%; TSHR antagonist: 18

How did CCOc1cc(/C=C2/SC(=S)N(CC3CCCO3)C2=O)ccc1O (stereo unspecified) do in these assays?
GALK inh: 7%; PKM2 activator: -5%; Chronic BCR inh: 0%; Eya2 phos inh: 2%; MBNL1-CUG inh: 21%; ASM inhibitor: -19%; Menin-MLL TR inh: inconclusive; Mito fusion yeast: -8%; USP2a block: 4%; TSHR antagonist: -4

How did COc1ccccc1N1CCN(/N=C/c2ccccc2C(=O)O)CC1 do in these assays?
GALK inh: 3%; PKM2 activator: 1%; KCNH2 WT inh: 0; Chronic BCR inh: 3%; Eya2 phos inh: 3%; MBNL1-CUG inh: -10%; ASM inhibitor: 3%; Menin-MLL TR inh: 5%; Mito fusion yeast: 3%; USP2a block: 0%; TSHR antagonist: 5

Results for CCOC(=O)CN1C(=O)S/C(=C/c2ccco2)C1=O ?
GALK inh: 1%; PKM2 activator: 2%[11.5 µM]; KCNH2 WT inh: -6; Chronic BCR inh: inconclusive; Eya2 phos inh: 0%; MBNL1-CUG inh: inconclusive; ASM inhibitor: -1%; Menin-MLL TR inh: 0%; Mito fusion yeast: 2%; USP2a block: 1%; TSHR antagonist: -3

What do the screens show for `NC(=O)Cn1cnc2nc3n(c2c1=O)CCC3`?
GALK inh: 0%; PKM2 activator: -5%; KCNH2 WT inh: -10; Chronic BCR inh: 3%; Eya2 phos inh: 13%; MBNL1-CUG inh: -6%; ASM inhibitor: -1%; Menin-MLL TR inh: 12%; Mito fusion yeast: 0%; USP2a block: -1%; TSHR antagonist: 4

Results for CC1CCN(C(=O)C2CCN(S(=O)(=O)c3cccs3)CC2)CC1 ?
GALK inh: -2%; PKM2 activator: -1%; KCNH2 WT inh: -7; Chronic BCR inh: -2%; Eya2 phos inh: -6%; MBNL1-CUG inh: -4%; ASM inhibitor: -1%; Menin-MLL TR inh: 2%; Mito fusion yeast: -3%; USP2a block: 0%; TSHR antagonist: 19

How did COc1ccc(C(=O)/C=C/C(=O)N(CC(=O)NCCC(C)C)Cc2cccs2)c(O)c1 do in these assays?
GALK inh: -1%; PKM2 activator: 22µM*; Chronic BCR inh: -5%; Eya2 phos inh: -15%; MBNL1-CUG inh: -14%; ASM inhibitor: 1%; Menin-MLL TR inh: -14%; Mito fusion yeast: 21%; USP2a block: 0%; TSHR antagonist: -5

Results for CC(NC(=O)c1ccc(F)cc1F)C1CC2CCC1C2 (stereo unspecified) ?
GALK inh: 5%; PKM2 activator: 1%; KCNH2 WT inh: -7; Chronic BCR inh: 5%; Eya2 phos inh: 12%; MBNL1-CUG inh: 1%; ASM inhibitor: 7%; Menin-MLL TR inh: -11%; Mito fusion yeast: -3%; USP2a block: 2%; TSHR antagonist: 5

How did Cc1cc(=O)[nH]c(-n2ncc(C#N)c2N)n1 do in these assays?
GALK inh: 10%; PKM2 activator: 1%; KCNH2 WT inh: 22; Chronic BCR inh: 1%; Eya2 phos inh: 15%; MBNL1-CUG inh: 1%; ASM inhibitor: 0%; Menin-MLL TR inh: 3%; Mito fusion yeast: 2%; USP2a block: 2%; TSHR antagonist: 3

How did O=C(CCCNS(=O)(=O)c1cccc2nsnc12)NCc1ccccc1 do in these assays?
GALK inh: 0%; PKM2 activator: inconclusive; KCNH2 WT inh: -6; Chronic BCR inh: 4%; Eya2 phos inh: 1%; MBNL1-CUG inh: inconclusive; ASM inhibitor: -2%; Menin-MLL TR inh: 12%; Mito fusion yeast: 1%; USP2a block: 0%; TSHR antagonist: -3

What do the screens show for `COc1ccc(S(=O)(=O)N(NC2=NS(=O)(=O)c3ccccc32)C(=O)C(C)C)cc1`?
GALK inh: -2%; PKM2 activator: 3%; KCNH2 WT inh: -1; Chronic BCR inh: 4%; Eya2 phos inh: 12%; MBNL1-CUG inh: -12%; ASM inhibitor: 5%; Menin-MLL TR inh: 2%; Mito fusion yeast: -6%; USP2a block: 4%; TSHR antagonist: 8

What do the screens show for `O=C(COC(=O)c1ccncc1)Nc1cccc(Cl)c1`?
GALK inh: 0%; PKM2 activator: 7%; KCNH2 WT inh: -1; Chronic BCR inh: -1%; Eya2 phos inh: 7%; MBNL1-CUG inh: -3%; ASM inhibitor: 2%; Menin-MLL TR inh: inconclusive; Mito fusion yeast: -2%; USP2a block: -2%; TSHR antagonist: 0

Results for CCn1c(C)cc(/C=C2\NC(=O)N(CC(=O)Nc3ccc(F)cc3)C2=O)c1C ?
GALK inh: 3%; PKM2 activator: -5%; KCNH2 WT inh: -4; Chronic BCR inh: inconclusive; Eya2 phos inh: 6%; MBNL1-CUG inh: 20%; ASM inhibitor: 12%; Menin-MLL TR inh: 24%; Mito fusion yeast: 1%; USP2a block: 0%; TSHR antagonist: 7

Compound activity from PubChem BioAssay.
